Screens: PubChem BioAssay, The Scripps Research Institute Molecular Screening Center
TCR CD3 inh – human TCR-CD3 binding inhibition | TAMRA-labeled TCR probe fluorescence, biochemical | inhibition, % at 9.4 µM | actives 0.37% (n = 360,000); in the data active = inhibition above about 19%;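 note: recombinant mutant TCR 2C K166C tagged with TAMRA read by polarization; 0% = receptor in buffer alone and 100% = receptor with positive control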
PRMT1 inh – blocks human protein arginine methyltransferase 1. recombinant PRMT1, activity-based probe fluorescence polarization. inhibition, % at 2.79 µM. actives 1.3% (n = 370,000). AID 652257;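 active = inhibition above about 21% made by adding two undisclosed values, limit read from the data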
LEDGF integ inh – blocks HIV-1 LEDGF/p75-dependent DNA integration. TR-FRET IN-LEDGF/p75 DNA integration, Eu/Cy5. actives 0.64% (n = 370,000). inhibition, % at 3.7 µM;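 active = inhibition above the screen-wide mean plus 3 SD, cut at about 13% in these data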;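 note: signal is the Cy5 over europium emission ratio at 671 and 618 nm; 0% = plate median of compound wells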
TDP2 inh – blocks human TDP2 phosphodiesterase activity; inhibition, % at 12.8 µM; actives 0.34% (n = 370,000); O95551; recombinant TDP2, T5PNP hydrolysis, p-nitrophenol absorbance 415 nm;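 active = inhibition above the mean of all tested compounds plus 3 SD, set per campaign, cut at about 25% in these data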;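 note: 0% = DMSO with enzyme and 100% = buffer with substrate but no TDP2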
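System – recombinant human TDP2 · Amount – 120 nM TDP2 per well · Buffer or medium – Mg2+-containing Tris-HCl buffer, pH 7.5 · Reagent – T5PNP substrate, 5 mM · Dosing – 12.8 µM single point, 1% DMSO · Incubation – 2 h at 37 °C · Measured by – epi absorbance · Read-out basis – percent inhibition · Benchmarks – high control without enzyme, low control DMSO plus TDP2 · Repeats – singlicate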
HTRA1 inhibitor – blocks human HTRA1 serine peptidase | recombinant HTRA1, FP-rhodamine activity-based probe, fluorescence polarization | inhibition, % at 5.96 µM | actives 0.5% (n = 340,000) | AID 504803; in the data active = inhibition above about 36%;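 note: 0% = enzyme with DMSO and 100% = wells lacking enzyme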
Target sequence (Q92743 whole entry, looked up): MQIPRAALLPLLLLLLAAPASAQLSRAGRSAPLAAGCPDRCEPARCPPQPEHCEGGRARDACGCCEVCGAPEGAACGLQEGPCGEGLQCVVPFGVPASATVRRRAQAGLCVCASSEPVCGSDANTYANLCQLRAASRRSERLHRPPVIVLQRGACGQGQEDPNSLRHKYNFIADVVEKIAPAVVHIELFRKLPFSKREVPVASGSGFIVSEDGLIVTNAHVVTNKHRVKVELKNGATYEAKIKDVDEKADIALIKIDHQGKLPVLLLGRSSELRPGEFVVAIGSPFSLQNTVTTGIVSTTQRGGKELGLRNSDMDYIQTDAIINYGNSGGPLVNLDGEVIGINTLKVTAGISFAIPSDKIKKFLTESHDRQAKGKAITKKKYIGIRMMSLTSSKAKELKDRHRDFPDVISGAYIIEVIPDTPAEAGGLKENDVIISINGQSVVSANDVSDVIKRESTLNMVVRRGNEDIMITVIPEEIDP
UHRF1 binding – blocks human UHRF1 binding to methylated DNA. Q96T88. UHRF1 binding to methylated oligo, TR-FRET. inhibition, % at 4.4 µM. actives 0.75% (n = 370,000). AID 687016; in the data active = inhibition above about 21%;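 note: UHRF1 SRA domain binding a hemimethylated CpG hairpin DNA probe; 0% = median of test compound wells and 100% = reference inhibitor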
SIAE primary – inhibitors of human sialic acid acetylesterase SIAE; Q9HAT2; SIAE FP-Rh probe binding, fluorescence polarization; inhibition, % at 9.66 µM; actives 0.69% (n = 370,000);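 active = inhibition above a cutoff: mean of compounds within the control limits plus 3 SD of those, cut at about 17% in these data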;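 note: 0% = plate median of compound wells and 100% = probe without SIAE protein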
PG9 binder – small molecules binding HIV-1 gp120 antibody PG9. actives 0.43% (n = 360,000). inhibition, % at 6.7 µM. TR-FRET gp120-PG9 antibody binding. AID 624416; in the data active = inhibition above about 8.5%
ABHD4 inh – inhibits mouse alpha/beta hydrolase domain 4; actives 0.54% (n = 370,000); purified mABHD4, FP-Rh probe fluorescence polarization; inhibition, % at 8.92 µM; AID 720543;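 active = inhibition exceeding the mean over every tested compound plus 3 SD, cut at about 30% in these data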;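 note: 0% = plate median of compound wells and 100% = S159A mutant with DMSO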
Target sequence (Q8VD66 whole entry, looked up, the tested form may be a part): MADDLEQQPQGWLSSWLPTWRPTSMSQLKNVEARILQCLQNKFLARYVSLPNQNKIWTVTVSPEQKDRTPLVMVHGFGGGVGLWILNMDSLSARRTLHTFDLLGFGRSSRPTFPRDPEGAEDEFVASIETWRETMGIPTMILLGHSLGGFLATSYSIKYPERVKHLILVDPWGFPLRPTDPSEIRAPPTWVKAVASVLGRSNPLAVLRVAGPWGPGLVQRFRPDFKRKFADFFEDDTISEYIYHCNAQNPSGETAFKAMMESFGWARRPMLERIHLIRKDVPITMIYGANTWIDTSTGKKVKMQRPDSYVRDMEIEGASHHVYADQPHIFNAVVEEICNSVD
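Doses – 8.92 µM, single dose · Material – wild-type mouse ABHD4 protein · Replication – single well per compound (singlicate) · Measure – percent inhibition of probe binding, normalized to plate controls · Schedule – 45 min compound pre-incubation plus 60 min probe step, 25 °C · Detection – fluorescence polarization with parallel and perpendicular emission, 525/598 nm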
DDE Tn7 FP inh – disrupts Tn7 cyclic peptide binding to fibrin D-Dimer-E complex. P02675. FP displacement of FITC-Tn7 peptide from fibrin DD(E); 0% = median of compound wells per plate. actives 0.13% (n = 370,000). inhibition, % at 8.3 µM;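 active = inhibition above the mean of compounds falling within the control limits plus 3 SD of them, cut at about 14% in these data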;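 note: 0% = plate median of compound wells and 100% = 10 µM Aha-Tn7 peptide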
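Test system – human fibrin DD(E) · Times – 10 min preincubation, 3 h with tracer, room temperature · Detection – fluorescence polarization of the labelled Tn7 tracer · Measure – percent inhibition normalized to high-control wells · Benchmarks – high control wells with 10 µM unlabelled Aha-Tn7 peptide (full inhibition) · Repeats – singlicate testing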
* hit, by the source's call; nt = no result given.

mol	TCR CD3 inh	PRMT1 inh	LEDGF integ inh	TDP2 inh	HTRA1 inhibitor	UHRF1 binding	SIAE primary	PG9 binder	ABHD4 inh	DDE Tn7 FP inh
CC(C)(C)c1ccc(S(=O)(=O)NCc2ccc(C(=O)NCC3CCCO3)cc2)cc1 (centres undefined)	6	-4	0	10	1	-1	-6	0.9	-2	-2
O=C(CSc1nnc(COc2ccccc2)o1)NC1CC2CCC1C2 (centres undefined)	9	0	0	14	-8	-2	-5	0.2	2	-5
Cc1oc(-c2ccc(Cl)cc2)nc1CS(=O)CC(=O)NCc1ccco1 (centres undefined)	0	7	-1	-19	-3	1	-4	-1.8	-3	3
Cc1cccc(NC(=O)Cc2nnc(NC(=O)Nc3ccccc3F)s2)c1	8	1	0	1	-5	-1	-43	-0.3	1	-10
COc1ccc(OCc2cc(C(=O)NC3Cc4ccccc4C3)no2)c(Cl)c1	0	-1	-1	7	-3	-1	12	-2.3	1	0
Cc1[nH]c(=O)[nH]c(=O)c1S(=O)(=O)N1CCN(c2ccccc2)CC1	-6	4	-1	-5	0	4	8	3.6	-3	3
Cc1cc(C)cc(N=c2c([N+](=O)[O-])nn(-c3ccc4c(c3)OCCO4)n2O)c1	1	-3	0	-6	3	-3	9	-0.5	4	11
Cc1cc(OC(C)C(=O)NCc2ccccn2)c2c(C)c(C)c(=O)oc2c1 (centres undefined)	-2	5	-1	4	6	5	0	-0.1	7	-9

Three entries out of the list above, arranged by their value in TCR CD3 inh, largest number first:
Compound | TCR CD3 inh | PRMT1 inh | LEDGF integ inh | TDP2 inh | HTRA1 inhibitor | UHRF1 binding | SIAE primary | PG9 binder
CC(C)(C)c1ccc(S(=O)(=O)NCc2ccc(C(=O)NCC3CCCO3)cc2)cc1 (centres undefined) | 6 | -4 | 0 | 10 | 1 | -1 | -6 | 0.9
Cc1oc(-c2ccc(Cl)cc2)nc1CS(=O)CC(=O)NCc1ccco1 (centres undefined) | 0 | 7 | -1 | -19 | -3 | 1 | -4 | -1.8
Cc1cc(OC(C)C(=O)NCc2ccccn2)c2c(C)c(C)c(=O)oc2c1 (centres undefined) | -2 | 5 | -1 | 4 | 6 | 5 | 0 | -0.1

Continued.
mol	TCR CD3 inh	PRMT1 inh	LEDGF integ inh	TDP2 inh	HTRA1 inhibitor	UHRF1 binding	SIAE primary	PG9 binder	ABHD4 inh	DDE Tn7 FP inh
CCOc1ccc(NC(=O)c2ccc(NCC(=O)N3CCCCCC3)cc2)cc1	8	-4	-9	-2	-1	-3	0	-1.2	-4	-2
Cc1ccc(C(=O)NCC(=O)OCC(=O)N2CCCc3ccccc32)cc1	8	-1	-1	15	8	-1	-1	-2.5	0	1
CC(NC(=O)c1cc2c(cc1Cl)N1CCCCCC1=NS2(=O)=O)c1ccc(S(N)(=O)=O)cc1 (centres undefined)	-5	6	-2	-4	-9	2	12	-0.2	-3	9
COC(=O)c1ccc(C(=O)OC)c(NC(=S)N2CCN(C(=O)C3CCCO3)CC2)c1 (centres undefined)	0	-3	0	12	6	3	3	-2.0	-1	-5
CC(C)C[C@H](NC(=O)CC1CCCC1)C(=O)N1CCC[C@H]1C(=O)NCc1ccccc1	-1	3	-6	-4	nt	3	-4	-0.8	0	0
O=C(CCS(=O)(=O)Cc1ccc(Cl)cc1)NCCCN1CCOCC1	4	-3	2	9	2	0	7	-0.9	2	-1
COCCN1C(=O)c2ccc(C(=O)O)cc2C1=O	-2	1	3	2	0	1	8	0.9	5	-1
Cc1cc(NC(=O)c2ccc(Cl)c(S(=O)(=O)N3CCCCC3)c2)no1	-7	3	-2	2	-21	5	1	2.7	-15	3
CC(/C=N/Nc1ncc(C)c(=O)[nH]1)=C\c1ccccc1	3	-1	2	7	-3	-6	2	-2.2	3	-3
COc1cccc(Nc2ncc(C(=O)O)c3ccccc23)c1	-2	2	-4	8	4	13	7	-3.0	-3	1
Cc1nn(-c2ccccc2)c(C)c1C(=O)OCC(=O)Nc1ccccc1Cl	-5	4	6	-12	2	3	9	0.3	-10	6
CCc1cc2c(C)ccc(C)c2nc1SCC(=O)Nc1cc(C)on1	4	0	-1	4	-11	2	3	2.9	5	-6
CCOc1ccc(S(=O)(=O)N2CCCC(C(=O)NCc3ccncc3)C2)cc1Cl (centres undefined)	1	-4	-3	-30	5	1	-13	-0.1	-11	-2
C=CC(=O)Nc1cccc(Oc2nc(Nc3ccc(N4CCN(C)CC4)cc3OC)ncc2Cl)c1	0	-1	-2	1	nt	1	20*	-3.3	13	4
CCS(=O)(=O)c1ccc2oc(Nc3ccc(C(C)C)cc3)nc2c1	7	7	1	-9	-16	-1	5	0.4	-10	-5
Cc1ccccc1NC(=O)c1cc2c(C)nc3ccccc3c2o1	4	-3	0	-6	-2	-2	-3	0.4	-6	0
COc1cc(/C=C2\SC(=S)N(NC(=O)c3cccc(O)c3)C2=O)ccc1O	-102	10	-1	5	-149	-4	-139	-4.5	-188	-13
COc1ccc(S(=O)(=O)n2cnc3ccccc32)cc1OC	1	-1	4	11	-1	-3	4	-0.6	-1	-3
NC(=O)C1CCCN(C(=O)c2ccc(NC(=O)c3cccs3)cc2)C1 (centres undefined)	9	1	0	6	1	-2	-1	-0.3	2	3
O=C(COC(=O)/C=C/c1ccc2c(c1)OCO2)Nc1ccccc1	4	2	4	0	-5	-4	-2	-1.9	-1	0
COc1ccccc1NC(=O)C(Cc1ccc(Cl)cc1)c1nn[nH]n1 (centres undefined)	1	1	2	12	3	-1	9	-1.6	13	7
Cc1ccc(-c2nnn(CC(=O)N(c3ccccc3)C(C(=O)NCC3CCCO3)c3cccs3)n2)o1 (centres undefined)	-3	-3	3	2	-4	0	-2	-2.8	-1	0
O=C1CCCCCC[C@@H](O)[C@H](O)C[C@H](c2ccccc2)O1	5	2	0	-1	nt	-2	5	-1.5	2	0
Cc1ccc(C(=O)NNC(=O)c2ccco2)cc1	2	3	-4	-11	0	6	-6	0.4	-7	1
COC(=O)c1cccc(OC[C@@H](O)CN2CCC(C(O)(c3ccccc3)c3ccccc3)CC2)c1	nt	1	8	-19	nt	2	-5	nt	-2	-2
COc1cccc(-n2cc(CN(C)Cc3nc(Cc4cccc(F)c4)no3)cn2)c1	4	-1	4	-22	-7	4	-10	-1.8	-12	-1
Cc1ccc2c(N)c(C(=O)N(c3ccccc3)c3ccccc3)sc2n1	7	10	-1	-4	-4	3	1	-1.2	-4	5
COc1ccccc1NC(=O)Nc1nc(CC(=O)NCc2ccc(F)cc2)cs1	6	-6	-1	-20	-32	-1	3	-0.6	-12	-3
COc1ccccc1N1CCN(CC(=O)Nc2cccc(F)c2)CC1	9	-2	0	-1	-3	-3	5	-0.9	5	2
Cn1c(=O)cc(OCC(=O)NCc2cccs2)c2ccccc21	8	-2	0	3	8	1	-3	-0.5	1	3
Cc1ccccc1NC(=O)N(C)[C@H]1C[C@H]2c3[nH]c4c(-c5ccccc5)cccc4c3CCN2C[C@H]1[C@H](C)O	nt	1	-2	2	nt	-2	0	nt	15	5
CCOc1ccc(NC(=O)C2CC(=O)N(C)C(=Nc3ccc4c(c3)OCO4)S2)cc1 (centres undefined)	0	-2	1	7	0	1	-2	0.7	-1	2
CCOC(=O)Cc1csc(NC(=O)CSc2nnc(-n3nc(C)cc3C)c3ccccc23)n1	-6	1	3	-2	-10	3	9	1.1	-4	4
CCOc1ccccc1NC(=S)N(CCOC)C1CCN(C(C)=O)CC1	-7	-3	-3	9	1	1	5	-0.1	2	3
COc1ccc(NC(=O)c2cc([N+](=O)[O-])ccc2N2CCCCC2)cc1	6	-1	2	3	-4	0	-4	-2.6	-3	-2
CCOC(=O)C1=C(N)Oc2cc(O)ccc2C1c1ccc([N+](=O)[O-])cc1 (centres undefined)	5	3	2	2	-21	-1	-8	-1.6	-6	5
Cc1ccc(C(N)=O)cc1S(=O)(=O)Nc1cccc(C)c1C	-6	4	-1	-15	-8	4	-7	-0.7	-3	1
O=C(COc1ccccc1)Nc1cccc2c1CCCC2	6	-4	1	-2	-8	-2	1	1.9	-7	-5

Reprinted from the results shown (4 entries):
mol	TCR CD3 inh	PRMT1 inh	LEDGF integ inh	TDP2 inh	HTRA1 inhibitor	UHRF1 binding	SIAE primary	PG9 binder	ABHD4 inh	DDE Tn7 FP inh
COc1ccc(NC(=O)c2cc([N+](=O)[O-])ccc2N2CCCCC2)cc1	6	-1	2	3	-4	0	-4	-2.6	-3	-2
CCOC(=O)C1=C(N)Oc2cc(O)ccc2C1c1ccc([N+](=O)[O-])cc1 (centres undefined)	5	3	2	2	-21	-1	-8	-1.6	-6	5
Cc1ccc(C(N)=O)cc1S(=O)(=O)Nc1cccc(C)c1C	-6	4	-1	-15	-8	4	-7	-0.7	-3	1
O=C(COc1ccccc1)Nc1cccc2c1CCCC2	6	-4	1	-2	-8	-2	1	1.9	-7	-5
